Assay outcomes as filed in PubChem.
V1aR counter: V1a receptor agonism, counter-screen for OXTR agonists; activation, % at 3 µM; CHO-V1R cells, Fluo-8 calcium fluorescence, agonist mode; 0% DMSO, 100% 3 nM vasopressin; 320,000 tested, 0.25% active;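 active = activation above the mean activation of all tested compounds plus 3 SD, per screening run, cut at about 20% in these data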;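 also: signal is peak over basal fluorescence ratio across a 100 second FLIPR read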
FID counter: fluorescent intercalator displacement, NS3 helicase counter-screen; DNA fluorescent intercalator displacement, fluorescence; inhibition, % at 7.9 µM; 290,000 tested, 0.17% active; in the data active = inhibition above about 37%;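 also: 0% = vehicle and 100% = reference compound; higher means more ethidium bromide displaced from hairpin DNA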
HCV NS3 hel inh: blocks Hepatitis C virus NS3 helicase unwinding; AID 1800; NS3 helicase DNA unwinding, Cy5 molecular beacon fluorescence; inhibition, % at 10.9 µM; 290,000 tested, 0.56% active;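 active = inhibition above the mean of all tested compounds plus 3 SD, set per campaign, cut at about 35% in these data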;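 also: 0% = DMSO wells and 100% = thioflavine S control wells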
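assay system = NS3 helicase fragment of HCV | buffer or medium = MOPS pH 6.5, MgCl2, DTT, Tween20, BSA | timing = 60 min unwinding reaction at 25 °C after ATP addition | signal = Cy5 beacon fluorescence read at start and 1 h | read-out basis = % inhibition of unwinding | control set = low DMSO, high thioflavine S at 110 µM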
PHOSPHO1 inh: PHOSPHO1 (human) inhibition; Q8TCT1; recombinant PHOSPHO1, absorbance phosphatase assay; inhibition, % at 13.3 µM; 290,000 tested, 1.1% active; in the data active = inhibition above about 60%
Target sequence (Q8TCT1 whole entry, looked up): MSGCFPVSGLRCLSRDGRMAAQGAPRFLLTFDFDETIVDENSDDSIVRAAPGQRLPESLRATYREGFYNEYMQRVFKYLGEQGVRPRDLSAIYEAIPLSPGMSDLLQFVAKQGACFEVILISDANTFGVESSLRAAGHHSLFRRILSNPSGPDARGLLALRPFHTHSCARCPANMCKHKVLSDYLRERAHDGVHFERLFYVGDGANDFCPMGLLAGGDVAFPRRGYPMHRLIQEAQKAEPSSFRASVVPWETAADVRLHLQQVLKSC
GPR7 antag: antagonists of human GPR7 (neuropeptides B/W receptor 1); inhibition, % at 4.4 µM; AID 1861; 290,000 tested, 1.1% active; GPR7-expressing cells, fluorescence antagonist assay; in the data active = inhibition above about 16%, passing the limit was not always enough;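 also: cells stimulated with the agonist NPW; 0% = agonist with vehicle and 100% = vehicle without agonist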
IMP-1 inh: inhibitors of Pseudomonas aeruginosa IMP-1 metallo-beta-lactamase. purified IMP-1, nitrocefin hydrolysis, epi-absorbance fluorescence. inhibition, % at 5.6 µM. 290,000 tested, 0.45% active. AID 1556;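 active = inhibition above the mean plus 3 SD of all compounds in the same screening run, cut at about 4.5% in these data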;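 also: 0% = IMP-1 with DMSO and 100% = DMSO wells lacking enzyme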
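Assay system: purified recombinant IMP-1 beta-lactamase. Input: IMP-1 0.2 nM before substrate addition. Buffer or medium: Zinc- and detergent-supplemented HEPES buffer, pH 7.1. Schedule: 25 °C, 15 min preincubation, 25 min reaction. Signal: Epi-absorbance fluorescence, 480 nm excitation, 530 nm emission. Evaluation: percent inhibition from optical density relative to buffer-blank wells.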
GalR3 antag: human GalR3 antagonism | O60755 | HEK293 GalR3-CNG cAMP membrane potential fluorescence; galR3 body fused to GalR1 C-terminus | inhibition, % at 3 µM | 360,000 tested, 0.44% active | AID 651719;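 active = inhibition above the screen-wide average plus 3 SD, cut at about 13% in these data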;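 also: forskolin and galanin both at EC90 stimulate the cells; cAMP rise reported by CNG channel membrane potential dye signal; 0% = forskolin plus galanin with DMSO and 100% = forskolin alone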
Target sequence (O60755 1-299 limits assumed): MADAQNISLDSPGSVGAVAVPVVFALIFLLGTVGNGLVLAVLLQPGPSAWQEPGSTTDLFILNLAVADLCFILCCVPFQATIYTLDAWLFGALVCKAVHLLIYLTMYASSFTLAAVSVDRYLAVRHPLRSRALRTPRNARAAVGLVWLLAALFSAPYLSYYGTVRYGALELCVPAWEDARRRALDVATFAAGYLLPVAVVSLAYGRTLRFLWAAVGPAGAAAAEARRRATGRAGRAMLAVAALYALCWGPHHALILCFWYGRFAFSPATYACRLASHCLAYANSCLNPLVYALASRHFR
OXTR agonist: human OXTR agonism; P30559; CHO-OTR cells, Fluo-8 calcium fluorescence; normalized: DMSO 0%, oxytocin 100%; activation, % at 3 µM; 320,000 tested, 0.32% active; AID 2435;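 active = activation above the mean of all tested compounds plus 3 SD, cutoff set per screening run, cut at about 20% in these data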;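 also: peak over basal fluorescence ratio from a 100 s FLIPR kinetic read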
Target sequence (P30559 whole entry, looked up): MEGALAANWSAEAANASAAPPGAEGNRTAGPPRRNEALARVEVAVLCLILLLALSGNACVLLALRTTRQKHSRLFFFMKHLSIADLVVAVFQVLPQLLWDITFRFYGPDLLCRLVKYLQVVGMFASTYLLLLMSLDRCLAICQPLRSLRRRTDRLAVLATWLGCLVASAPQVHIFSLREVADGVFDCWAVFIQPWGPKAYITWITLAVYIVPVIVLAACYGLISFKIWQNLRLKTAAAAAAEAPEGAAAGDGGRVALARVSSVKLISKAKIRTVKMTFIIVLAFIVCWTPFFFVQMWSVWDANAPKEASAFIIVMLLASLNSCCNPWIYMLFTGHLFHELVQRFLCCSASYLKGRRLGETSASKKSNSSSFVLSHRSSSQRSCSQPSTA
VIM-2 inh: blocks Pseudomonas aeruginosa VIM-2 metallo-beta-lactamase. 290,000 tested, 0.89% active. purified VIM-2, nitrocefin hydrolysis, epi-absorbance fluorescence. inhibition, % at 5.6 µM;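 active = inhibition above the mean of all tested compounds plus 3 SD, cutoff set per screening run, cut at about 7.5% in these data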;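 also: red hydrolysis product quenches plate fluorescence so inhibitors raise well fluorescence; 0% = enzyme with DMSO and 100% = DMSO without enzyme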
Active calls of the source: *; nt = no result given.

SMILES	V1aR counter	FID counter	HCV NS3 hel inh	PHOSPHO1 inh	GPR7 antag	IMP-1 inh	GalR3 antag	OXTR agonist	VIM-2 inh
CN1C(=O)c2ccccc2C(C(=O)NCC2CCCO2)C1c1c[nH]c2ccccc12 (stereo unspecified)	0.7	-11	-1	7	5	-1.1	12	-1.0	-0.4
COc1cc(C(=O)OCc2cc3ccccc3[nH]c2=O)cc(OC)c1OC	1.5	-3	1	4	21	-0.3	-3	-0.2	-2.0
COC(=O)CCn1c(C)cc(C(=O)COc2ccccc2C(N)=O)c1C	10	-16	-1	-18	-5	-3.2	-5	9.4	-4.2
CCN(CC(=O)Nc1c(C(=O)OC)[nH]c2ccccc12)c1ccc2c(c1)OCO2	0.7	-17	-2	-4	-12	-1.9	-1	1.4	-2.9
COC(=O)/C=C/C(=O)N1CCN(c2ccccc2)CC1	0.3	-4	-4	7	1	-1.2	1	0.6	0.1
CCC1CCCCN1CCCNC(=O)c1ccc(/C=C2/Sc3ccccc3NC2=O)cc1 (stereo unspecified)	1.1	23	-18	7	4	-3.1	-8	0.6	4.6
CCN(CC)S(=O)(=O)c1ccc(N2CCN(c3ccccc3OC)CC2)c(N)c1	7.4	-42	-7	22	-5	-4.5	-7	6.2	-1.1
COc1ccc(-c2cc(C(=O)O)c(C)o2)cc1OC	-0.8	-3	8	-1	-20	-3.1	-2	-0.6	0.5
CN(C)CCCN(C(=O)c1sc2ccccc2c1Cl)c1nc2c(F)cccc2s1	2.0	2	4	15	2	-2.8	-2	0.9	-2.7
COc1ccc(OCC(=O)N2CCN(c3cccc(Cl)c3)CC2)cc1	2.7	-35	8	26	17	-0.8	-2	0.3	-1.2
CCCCC(CC)CNC(=O)c1cc2ccccc2c(=O)o1 (stereo unspecified)	-1.1	-3	-22	-1	-1	-3.3	4	-3.1	-1.9
Cc1cc(C(F)(F)F)nn1CC(=O)N(C)C1CCCCC1	0.9	-2	4	nt	-4	0.5	-3	0.5	-0.1
Cc1cc(-c2ccccc2)nc(N(C)NC(=O)c2ccc(Cl)cc2)c1S(C)(=O)=O	0.2	-3	6	7	4	-1.2	-5	-2.3	-1.3
O=C(Cn1c(=O)n2ncnc2c2c3c(sc21)CCCC3)c1ccccc1	-1.0	0	3	48	5	0.2	-6	-0.8	-1.0
CC(=O)N1CCN(C(=S)NC(=O)C23CC4CC(CC(C4)C2)C3)CC1	-0.6	-6	-10	-65	-7	-1.4	-9	1.1	-2.9
CCOc1ccccc1NC(=O)c1sc2nc(C)nc(N3CCOCC3)c2c1C	0.4	-13	-6	35	-5	-1.9	-9	0.7	1.9
CCC(CC)C(=O)Nc1cccc(C(=O)Nc2nccs2)c1	0.8	-8	2	7	-7	-2.9	-3	1.0	-0.7
O=C(CN1C(=O)NC2(CCCCC2)C1=O)Nc1ccc2c(c1)CCC2	-1.1	-11	-2	-10	-3	-2.6	-4	-1.6	-2.9
CCN1C(=S)N[C@@H](c2ccccc2)C(C(=O)OC)=C1C	-1.9	-17	18	-2	-11	-4.0	-8	-1.5	-3.2
Cc1ccc(S(=O)(=O)c2ccc(Cl)cc2)cc1S(=O)(=O)NC(C(=O)O)C(C)C (stereo unspecified)	-0.8	-26	8	16	2	-1.7	0	-1.0	-1.1
NC(=O)c1cc(-c2csc(-c3cccnc3)n2)ccc1O	3.2	-4	2	-4	-1	-2.9	-8	3.1	2.8
Cc1ccc(C)c(N2CC(C(=O)Nc3nccs3)CC2=O)c1 (stereo unspecified)	0.0	-18	4	31	8	-1.6	-6	0.7	-1.8
COc1cc2c(cc1OC)C(c1ccccc1)NC(C)(C)C2 (stereo unspecified)	10	-3	16	-3	18	-0.9	-6	0.2	-2.0
Cc1ccn2c(Nc3ccccc3C)c(-c3ccncc3)nc2c1	-2.3	-10	-5	-22	-9	-3.5	-11	-2.3	-4.2
O=C(c1sc2ccccc2c1Cl)N1CCN(c2ccccn2)CC1	1.1	-22	-6	48	-1	-1.6	-5	-1.5	-0.9
Carrying on:
SMILES	V1aR counter	FID counter	HCV NS3 hel inh	PHOSPHO1 inh	GPR7 antag	IMP-1 inh	GalR3 antag	OXTR agonist	VIM-2 inh
CC(Oc1ccc2c3c(c(=O)oc2c1)CCC3)C(=O)NCCN1CCOCC1 (stereo unspecified)	0.7	-3	12	11	8	-1.8	1	0.7	12*
CN(C)c1ccc(NS(=O)(=O)c2cccc(Cl)c2)cc1	1.2	3	15	-32	-1	-11	-4	-1.8	-2.4
Cc1ccsc1/C=N/N=C1\C(=O)Nc2ccccc21	-1.2	-1	6	5	-8	-2.2	2	-1.5	-2.3
O=C(COC(=O)c1cccc(C(=O)OCC(=O)c2ccc(Br)cc2)n1)c1ccc(Br)cc1	0.9	0	1	19	-1	-0.1	-4	0.8	-1.6
COc1ccccc1-c1c(C#N)c(N)nc2c1CCc1ccccc1-2	1.6	-24	4	1	-4	-3.0	-2	0.4	-1.8
COC(=O)c1cnn(-c2ccccc2)c1N	-0.1	1	-7	16	-5	-2.6	11	-0.1	-0.6
O=C(Nc1ccc(Cc2ccncc2)cc1)C1CCC(N2C(=O)C3C4C=CC(C4)C3C2=O)CC1 (stereo unspecified)	8.2	-31	-7	5	4	-2.4	-1	9.9	-4.9
COc1ccc(COc2ccccc2C(=O)NCc2ccccc2)cc1F	6.5	-14	-14	-12	19	-3.2	-6	3.1	-0.9
Cc1cc2c(cc1C)NC(c1ccccn1)C1=C(CC(C)(C)CC1=O)N2 (stereo unspecified)	-0.5	-8	-3	24	-11	-2.6	0	-0.3	0.9
CCOc1ccc(NC(=O)c2cc(S(=O)(=O)N3CCOCC3)cn2C)cc1	0.1	-25	-1	-72	-6	-2.4	nt	-0.5	-2.6
COc1ccc(S(=O)(=O)NC2CCCC2)cc1NC(C)=O	0.0	-4	0	28	-9	-1.8	-6	0.4	-0.3
O=C(c1noc2c1CCc1ccccc1-2)N1CCc2ccccc2C1	nt	-14	2	12	0	-3.5	nt	nt	-1.1
CC(NC(=O)c1ccc(Br)o1)c1ccccc1 (stereo unspecified)	0.1	5	-8	45	-13	-1.5	7	-0.9	-1.9
Cc1ccc(N=C(NOC(=O)c2ccccc2)c2nonc2N)c(C)c1	-0.4	-8	8	23	2	-0.1	-6	-1.5	0.7
Cc1occc1C(=O)Nc1cccc(Cl)c1Cl	0.2	-4	1	-39	-8	-0.6	-3	-1.5	-2.5
COc1ccc(Cn2c(=O)[nH]c3cc(C(=O)NCCCOC(C)C)ccc3c2=O)cc1	-0.6	0	-3	9	-3	-3.3	1	0.4	-1.6
CSc1nc2ccc(NC(=O)c3c(F)cccc3F)cc2s1	-0.2	0	-5	16	-6	-1.3	-4	-0.5	0.4
O=C(c1cccc2ccccc12)C1CCCN(C(=O)C2CCOCC2)C1 (stereo unspecified)	-1.2	-21	13	46	-18	-2.2	-5	0.0	-2.7
CCOC(=O)c1c(NC(=O)CSc2nnnn2-c2ccc3c(c2)OCCO3)sc(C)c1C	-0.2	-2	-4	10	-1	-2.6	-6	-0.6	0.8
c1ccc2c(c1)nc(N1CCOCC1)c1nncn12	0.0	-4	-8	2	-1	-2.9	-2	-1.8	1.0
CCN(CC)S(=O)(=O)c1ccc2oc(C(=O)NCC3COc4ccccc4O3)c(C)c2c1 (stereo unspecified)	0.1	-32	2	-8	2	-2.7	-4	-1.6	-1.9
Cc1nnc2ccc(-c3cccc(NS(C)(=O)=O)c3)nn12	0.4	2	-26	40	9	-0.4	-4	-0.3	1.8
O=C(NNC(=O)c1cc(-c2ccncc2)nc2ccccc12)Nc1ccc(F)cc1	-0.5	-10	-4	53	-16	-2.7	4	-0.7	-5.6
C/C(=N\NC(=O)CCCC(=O)O)c1c(-c2ccccc2)c2cc(Cl)ccc2[nH]c1=O	0.0	-44	2	8	1	-4.4	-5	1.0	-3.0
O=C(NN1CCCCC1)c1ccccc1	1.1	3	-3	0	-2	-3.9	-1	0.3	-1.3

Overlap with the part before: 3 entries, then new ones.
SMILES	V1aR counter	FID counter	HCV NS3 hel inh	PHOSPHO1 inh	GPR7 antag	IMP-1 inh	GalR3 antag	OXTR agonist	VIM-2 inh
O=C(NNC(=O)c1cc(-c2ccncc2)nc2ccccc12)Nc1ccc(F)cc1	-0.5	-10	-4	53	-16	-2.7	4	-0.7	-5.6
C/C(=N\NC(=O)CCCC(=O)O)c1c(-c2ccccc2)c2cc(Cl)ccc2[nH]c1=O	0.0	-44	2	8	1	-4.4	-5	1.0	-3.0
O=C(NN1CCCCC1)c1ccccc1	1.1	3	-3	0	-2	-3.9	-1	0.3	-1.3
Cc1cc([N+](=O)[O-])ccc1NC(=O)c1ccc(NC(=O)C(C)C)cc1	2.2	-1	1	42	-18	-0.2	-1	2.2	-0.5
CC1=C(C)C(=O)N(c2ccccn2)C1=O	0.0	-2	-4	4	6	-2.0	0	0.8	-3.3
COc1ccc(-n2c(=O)[nH]cc(C(=O)Nc3ccc4c(c3)OCCO4)c2=O)cc1	-0.3	-13	6	50	3	-3.6	-3	-0.5	-4.5
CCc1nc2ccccc2[nH]1	1.2	0	10	5	-4	-0.9	0	0.8	0.3
Cc1ccc(OCC(=O)NNC(=O)CCc2ccccc2)cc1	-0.2	-4	-3	28	3	-3.9	-6	0.1	-5.2
COc1ccc(NC(=O)C2CC(c3c(F)cccc3Cl)=NO2)cc1OC (stereo unspecified)	7.3	-17	-9	8	-8	-3.4	-11	4.1	-1.6
Cc1cc(C)nc(NS(=O)(=O)c2ccc(NC(=O)CCN3C(=O)c4ccccc4C3=O)cc2)n1	0.5	-16	9	-1	-5	-1.8	-4	0.5	-1.8
Cc1cc(-c2nnc(-c3cc4ccccc4oc3=O)o2)c(C)n1-c1ccccc1	-0.3	-13	18	24	-2	-2.1	-3	-0.2	-0.2
CC(C)=N/N=C(\c1cccc([N+](=O)[O-])c1)C12CN3CN(CN(C3)C1)C2	-0.6	4	5	16	-8	-2.7	-1	0.1	-3.7
Cc1ccc(SC(C)C(=O)Nc2ccccc2C(=O)N2CCOCC2)cc1 (stereo unspecified)	1.4	-6	21	3	-13	-3.4	-1	-2.1	1.5
COc1ccc(C(=O)NC(C(=O)NCC2CCCO2)C(C)C)cc1 (stereo unspecified)	0.7	6	7	-23	1	-2.6	6	0.0	0.5
Cc1c(-c2ccc(Br)cc2)[n+](=O)c2c(n1[O-])CCCC2	0.9	0	-8	48	-4	-1.9	-3	1.4	0.6
COC(=O)C1CCN(c2cc(=O)n(C3CCCCC3)c(=O)[nH]2)CC1	-0.2	-6	4	5	2	-2.8	-1	-0.9	-1.3
COc1ccc(-c2csc(NC(=O)c3ccc(N4C(=O)CCC4=O)cc3)n2)cc1	4.8	-7	2	-26	-3	-2.6	-5	4.7	-1.5
O=S(=O)(c1cccs1)N1CCC2(CC1)OCCO2	-0.2	-5	1	33	-7	-1.1	-3	-0.4	-3.1
COc1ccc(S(=O)(=O)Nc2ccc(S(=O)(=O)N3CCOCC3)cc2)cc1	3.4	-3	1	-7	-3	-3.5	2	8.7	-4.0
